LMPTP inh: LMPTP (human) inhibition; P24666; recombinant LMPTP-A, OMFP fluorogenic substrate, fluorescence intensity; inhibition, % at 20 µM; 360,000 tested, 0.22% active; AID 651560;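 active means compounds that cut the enzyme signal by at least half of the control window in the single-dose screen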;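 further: plate controls were DMSO wells with enzyme plus substrate for no effect and substrate without enzyme for full effect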
Target sequence (P24666 whole entry, looked up): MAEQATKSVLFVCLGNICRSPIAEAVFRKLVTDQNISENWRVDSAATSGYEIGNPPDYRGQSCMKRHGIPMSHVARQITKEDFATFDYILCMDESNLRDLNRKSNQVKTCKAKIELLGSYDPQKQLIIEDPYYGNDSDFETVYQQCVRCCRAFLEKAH
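Assay system: LMPTP-A, protein tyrosine phosphatase of low molecular weight / Medium: pH 6.0 Bis-Tris buffer with DTT and Triton X-100 / Schedule: 50 min enzyme reaction at room temperature, protected from light / Measured by: endpoint fluorescence intensity from OMFP dephosphorylation / Read-out basis: % inhibition relative to no-enzyme and uninhibited control wells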
MsrA act: activates bovine MsrA enzyme | activation, % at 10.6 µM | 360,000 tested, 0.3% active | purified bovine MsrA, absorbance read-out; in the data active means activation above about 7.5%;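 further: 0% = vehicle and 100% = reference activator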
E coli Lon inh: E. coli protease La inhibition; 360,000 tested, 0.42% active; purified E. coli Lon protease, fluorescence polarization; P0A9M0; inhibition, % at 7.94 µM; AID 602123; in the data active means inhibition above about 13%, passing the limit was not always enough;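 further: 0% = enzyme with probe and DMSO and 100% = no enzyme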
DNMT1 inh: inhibitors of human DNMT1; P26358; DNMT1 molecular beacon, Hinp1I cleavage, fluorescence; inhibition (reported as % activation of signal), % at 10 µM; 360,000 tested, 0.83% active; AID 588458; in the data active means inhibition above about 50%
Scp-1 inhibitor: inhibitors of human Scp-1 phosphatase | AID 493091 | 340,000 tested, 0.88% active | inhibition, % at 20 µM | Recombinant Scp1, phosphopeptide, malachite green phosphate absorbance;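 active means inhibition above about 50% at 20 µM, limit read from the data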;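 further: plate controls were DMSO wells with enzyme for no effect and wells lacking enzyme for full effect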
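Test system: SCP-1 phosphatase catalytic domain, residues 76-261 | Compound dosing: One concentration, 20 µM, with 1.0% DMSO | Schedule: 45 min room-temperature reaction, 5 min colour, 30 min stabiliser | Detection: Absorbance at 630 nm | Read-out basis: % inhibition of SCP-1 phosphate liberation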
SUMO1-SIM PPI: SUMO1-SIM interaction modulation; SUMO1 binding to a labelled peptide, TR-FRET, 1 h; P63165; 360,000 tested, 0.33% active; inhibition, % at 20 µM; in the data active means inhibition above about 37%
TbMetRS inhib: Trypanosoma brucei MetRS inhibition. inhibition, % at 11.9 µM. 360,000 tested, 0.4% active. AID 624268. purified T. brucei MetRS, ATP depletion, Kinase-Glo luminescence;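 active means inhibition above a per-plate cutoff of the control wells' mean inhibition plus 3 SD, cut at about 5.5% in these data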;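 further: 0% = DMSO wells median and 100% = median of wells with control inhibitor compound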
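Test system: purified T. brucei MetRS enzyme. Also added: ATP, methionine and E. coli bulk tRNA substrates. Compound: 11.9 µM single point. Schedule: 15 min enzyme-compound preincubation, 2 h reaction, 10 min detection, 25 °C. Signal: luciferase luminescence of residual ATP, Kinase-Glo. Evaluation: percent inhibition versus plate control medians. Controls: DMSO wells, low control.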
NRP1-CendR mod: modulators of CendR peptide binding to human neuropilin-1. 360,000 tested, 0.85% active. FAM-RPARPAR peptide binding to NRP-1, fluorescence polarization. O14786. inhibition, % at 25 µM;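 active means inhibition or corrected inhibition above about 18%, plus a signal ratio from 0.5 to 1.5, limit read from the data, passing the limit was not always enough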; further: strong numbers were not always called active
Target sequence (O14786 whole entry, looked up): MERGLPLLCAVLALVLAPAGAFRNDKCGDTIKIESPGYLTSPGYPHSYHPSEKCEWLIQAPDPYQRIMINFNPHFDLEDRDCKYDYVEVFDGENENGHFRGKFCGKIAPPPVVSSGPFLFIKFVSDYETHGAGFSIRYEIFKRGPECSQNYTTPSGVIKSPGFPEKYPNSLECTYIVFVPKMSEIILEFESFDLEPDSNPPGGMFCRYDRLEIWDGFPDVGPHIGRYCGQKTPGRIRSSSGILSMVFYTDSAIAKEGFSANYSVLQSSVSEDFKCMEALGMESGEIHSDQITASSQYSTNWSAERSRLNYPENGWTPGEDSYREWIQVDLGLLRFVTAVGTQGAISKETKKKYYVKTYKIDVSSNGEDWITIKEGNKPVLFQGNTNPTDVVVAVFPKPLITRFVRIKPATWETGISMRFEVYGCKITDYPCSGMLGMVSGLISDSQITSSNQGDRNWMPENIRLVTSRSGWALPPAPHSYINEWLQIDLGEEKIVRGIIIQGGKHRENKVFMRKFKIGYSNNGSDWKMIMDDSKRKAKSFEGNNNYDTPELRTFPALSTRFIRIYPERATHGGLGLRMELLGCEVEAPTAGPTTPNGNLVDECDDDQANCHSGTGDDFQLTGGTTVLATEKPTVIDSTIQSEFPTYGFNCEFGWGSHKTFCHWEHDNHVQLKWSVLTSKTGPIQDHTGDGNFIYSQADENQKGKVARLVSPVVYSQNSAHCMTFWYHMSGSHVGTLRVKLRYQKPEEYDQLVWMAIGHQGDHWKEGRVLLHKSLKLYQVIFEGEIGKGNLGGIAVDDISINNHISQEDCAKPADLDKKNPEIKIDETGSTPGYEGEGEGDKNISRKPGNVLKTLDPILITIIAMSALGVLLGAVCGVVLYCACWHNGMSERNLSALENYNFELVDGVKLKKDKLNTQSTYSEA
STEP inh: blocks human striatal-enriched tyrosine phosphatase | P54829 | recombinant STEP, OMFP fluorogenic substrate, fluorescence | inhibition, % at 20 µM | 360,000 tested, 0.25% active;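 active means inhibition at 20 µM, scaled per plate between control wells, above about 37%, limit read from the data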;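 further: 0% = DMSO with enzyme and substrate and 100% = substrate only without enzyme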
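Material: STEP (striatal-enriched tyrosine phosphatase) enzyme, cell-free; Compound dosing: 20 µM single dose in 1% DMSO; Technique: fluorescence read at 480 nm ex / 540 nm em; Times: reaction 20 min, ambient temperature; Medium: 50 mM Bis-Tris pH 6.0 with 2.5 mM DTT and 0.005% Tween 20; Also added: OMFP at 25 µM.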
MsrA inhibitor: inhibitors of bovine MsrA; inhibition, % at 15.5 µM; 360,000 tested, 0.75% active; AID 651718; purified bovine MsrA, absorbance read-out; in the data active means inhibition above about 4.5%;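 further: 0% = vehicle wells with enzyme and 100% = reference inhibitor wells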
An asterisk follows results filed as active; x = no result given.

SMILES	LMPTP inh	MsrA act	E coli Lon inh	DNMT1 inh	Scp-1 inhibitor	SUMO1-SIM PPI	TbMetRS inhib	NRP1-CendR mod	STEP inh	MsrA inhibitor
CCOC(=O)C1CCN(C(=O)c2ccc(OCC)c(OCC)c2)CC1	-0.4	-3	-13	2	-5	2	-1.1	-11	-1	-0.7
CCN1C(=O)c2ccccc2S(=O)(=O)c2ccc(C(=O)NCc3cccnc3)cc21	-1.3	-1	3	5	-10	-3	0.4	2	1	-1.1
CCC(C)NCCCOc1cc(Cl)ccc1Cl (stereo unspecified)	-2.2	-3	4	-2	-3	0	-0.2	-4	0	-0.1
NC1=NC(=O)/C(=C\c2cccnc2)S1	0.1	-10	4	2	0	-11	-1.1	-18	-1	2.2
COc1ccc(CNC(=O)C2CCCN(S(=O)(=O)c3cc(C)ccc3OC)C2)cc1 (stereo unspecified)	-0.6	0	0	-2	-8	-1	0.8	-5	-2	0.1
COCCN(C(=O)c1cc(-c2ccco2)nc2ccccc12)c1c(N)n(Cc2ccccc2)c(=O)[nH]c1=O	14	-13	-10	22	64*	-4	0.0	-16	5	2.8
S=C(Nc1ccc(Nc2ccccc2)cc1)NC1CCCCCC1	3.5	-2	0	-3	4	-1	0.0	-5	8	0.5
COc1ccc(CCNC(=O)CSc2nnc(CNC(=O)c3cccs3)o2)cc1OC	-1.6	-10	-1	4	-1	-1	-0.7	2	-1	-1.1
OCCNC(=S)NC1CCCCC1	-1.3	-8	7	1	3	0	-0.6	12	-1	-1.5
COc1ccccc1NC(=O)N1CCCC(CNC(=O)c2ccccc2Cl)C1 (stereo unspecified)	0.4	-1	-10	-1	4	0	-0.5	10	1	0.8
CCOC(=O)c1ccc2[nH]c(C)cc(=O)c2c1	2.6	-4	-6	2	4	1	-0.4	0	4	0.9
CCC(=O)Nc1cc(NC(=O)CSc2ncc(-c3ccc(F)cc3)n2Cc2ccco2)ccc1C	-1.2	-1	-13	-1	-8	9	-0.4	9	2	0.6
CN(C(=O)CSc1nc2cc(C(=O)O)ccc2c(=O)n1Cc1ccccc1)C1CCS(=O)(=O)C1 (stereo unspecified)	-2.3	-6	-4	-5	-7	4	0.4	0	-3	0.8
CC(=O)C1=C(O)C(=O)N(c2cccnc2)C1c1cccc([N+](=O)[O-])c1 (stereo unspecified)	0.4	-5	3	3	-6	-3	-0.6	-2	-1	3.0
COc1ccc(Cc2nnc(NC(=O)CSc3ccc(C)cc3)s2)cc1	-0.7	-1	-6	-4	-9	0	0.3	0	3	0.7
CC(=O)Cc1nsc(NC(=O)c2ccc(Br)o2)n1	-3.1	-4	-5	0	-9	1	-0.4	-8	2	2.1
CN(C(=O)COc1nnc(-c2cccs2)c(-c2cccs2)n1)c1ccccc1	2.5	-3	-5	-19	-6	-25	-0.4	-4	3	1.3
Cc1cccc(NC(=O)C2CCCN(c3cnccn3)C2)c1 (stereo unspecified)	-1.2	-3	0	2	-7	1	0.1	12	-2	2.2
CCN(C(C)=O)N(CC)c1nc(Cl)nc(NC(C)C)n1	1.7	-14	-5	5	4	-2	-1.4	5	-3	-0.5
O=C(Nc1cccc(F)c1)N1CCCCCC1	0.2	-3	2	-1	1	4	0.0	-2	0	-1.5
O=C(CN1CCN(c2ccc(O)cc2)CC1)N(C1CC1)C1CCS(=O)(=O)C1 (stereo unspecified)	-0.4	-4	8	0	-5	-1	-0.3	13	-3	0.6
CN1CCN(C(=S)c2ccc(-c3cccc([N+](=O)[O-])c3)o2)CC1	4.4	-3	-3	-16	-7	-23	-0.4	11	3	0.2
O=c1[nH]c(Nc2ccccc2Cl)cc2ccccc12	9.3	1	-82	85*	-6	28	4.3	-10	10	-2.5
Cc1cc(CC(=O)O)c(C)cc1CC(=O)O	-1.0	-2	-1	1	-6	-2	-0.4	-21	3	0.7
COc1ccc(-n2nc3cc(C)c(N)cc3n2)cc1Cl	2.3	-1	-3	-22	20	-14	-0.7	-10	-2	1.7
COc1cc(C(=O)OCC(=O)c2ccccc2)cc2c1OCCO2	0.2	-9	3	-2	-10	0	0.2	-8	-1	-0.3
CCN(CC(=O)Nc1ccc(NC(C)=O)cc1)C(=O)c1cccc(-n2cccc2)c1	-0.4	-7	15	17	30	9	-0.4	-13	0	x
O=C(Nc1ccccc1F)c1cc(S(=O)(=O)N2CCOCC2)ccc1N1CCOCC1	-0.4	-1	-1	0	-5	1	-0.4	8	0	-0.5
CN(CC(=O)Nc1ccc(Cl)cc1)C(=O)c1ccc(COc2ccccc2)cc1	0.0	-1	-6	-5	-5	2	-0.1	10	0	-0.7
COc1ccccc1NC(=O)c1ccc(-n2cncn2)nc1	0.1	5	0	1	3	-1	0.2	-2	-1	0.2

Ordered by molar mass (lowest first): 11 of the compounds above
SMILES	LMPTP inh	MsrA act	E coli Lon inh	DNMT1 inh	Scp-1 inhibitor	SUMO1-SIM PPI	TbMetRS inhib	NRP1-CendR mod	STEP inh	MsrA inhibitor
Cc1cc(CC(=O)O)c(C)cc1CC(=O)O	-1.0	-2	-1	1	-6	-2	-0.4	-21	3	0.7
O=c1[nH]c(Nc2ccccc2Cl)cc2ccccc12	9.3	1	-82	85*	-6	28	4.3	-10	10	-2.5
COc1ccc(-n2nc3cc(C)c(N)cc3n2)cc1Cl	2.3	-1	-3	-22	20	-14	-0.7	-10	-2	1.7
Cc1cccc(NC(=O)C2CCCN(c3cnccn3)C2)c1 (stereo unspecified)	-1.2	-3	0	2	-7	1	0.1	12	-2	2.2
COc1cc(C(=O)OCC(=O)c2ccccc2)cc2c1OCCO2	0.2	-9	3	-2	-10	0	0.2	-8	-1	-0.3
CC(=O)Cc1nsc(NC(=O)c2ccc(Br)o2)n1	-3.1	-4	-5	0	-9	1	-0.4	-8	2	2.1
CN1CCN(C(=S)c2ccc(-c3cccc([N+](=O)[O-])c3)o2)CC1	4.4	-3	-3	-16	-7	-23	-0.4	11	3	0.2
O=C(CN1CCN(c2ccc(O)cc2)CC1)N(C1CC1)C1CCS(=O)(=O)C1 (stereo unspecified)	-0.4	-4	8	0	-5	-1	-0.3	13	-3	0.6
CCN(CC(=O)Nc1ccc(NC(C)=O)cc1)C(=O)c1cccc(-n2cccc2)c1	-0.4	-7	15	17	30	9	-0.4	-13	0	x
CN(C(=O)COc1nnc(-c2cccs2)c(-c2cccs2)n1)c1ccccc1	2.5	-3	-5	-19	-6	-25	-0.4	-4	3	1.3
O=C(Nc1ccccc1F)c1cc(S(=O)(=O)N2CCOCC2)ccc1N1CCOCC1	-0.4	-1	-1	0	-5	1	-0.4	8	0	-0.5

The listing continues:
SMILES	LMPTP inh	MsrA act	E coli Lon inh	DNMT1 inh	Scp-1 inhibitor	SUMO1-SIM PPI	TbMetRS inhib	NRP1-CendR mod	STEP inh	MsrA inhibitor
COc1ccc(C(=O)CC(c2ccccc2)C2CCCCC2=O)cc1 (stereo unspecified)	-0.2	2	5	-3	-8	2	-0.4	-2	-2	0.8
CCc1nnc(NS(=O)(=O)c2ccc(N/C=C\C(=O)c3ccc4ccccc4c3)cc2)s1	0.8	-3	4	6	-10	10	0.7	-55	9	1.0
COc1ccc(N(C(=O)CCl)C(C(=O)NC2CCCCC2)c2cccnc2)cc1 (stereo unspecified)	0.2	-2	4	8	-7	-6	0.0	-2	-1	-1.2
COCCN(C(=O)CSc1nnc(-c2ccccc2C)n1C)c1c(N)n(Cc2ccccc2)c(=O)[nH]c1=O	-2.0	1	-3	-1	-3	0	-0.3	16	0	-0.6
COc1ccc2cc3c(N)nn(C(=O)c4ccccc4Cl)c3nc2c1	1.7	-7	-4	-2	3	-16	-0.7	4	4	3.0
CC(=O)Nc1ccc(NC(=O)C/C(C)=N/NC(=O)COc2cc(C)c(Br)cc2Br)cc1	0.7	0	-1	-6	-8	7	0.1	9	0	0.1
Cc1cc(C(=O)NNC(=O)COc2ccccc2Cl)n[nH]1	-1.2	-10	6	-2	-4	-1	-0.5	-1	-1	-0.3
Cc1cc(C)cc(N2CC(O)Cn3c2nc2c3c(=O)[nH]c(=O)n2C)c1 (stereo unspecified)	-2.2	-4	6	3	-10	3	-0.6	3	-1	0.5
O=C(Nc1nc2c(F)cc(F)cc2s1)C1CCN(C(=O)c2ccc(F)cc2)CC1	2.2	-2	-6	-7	-3	3	-0.5	-23	-1	-0.1
COc1ccccc1NC(=O)c1ccccc1SC	-1.9	-4	-13	-2	-7	-6	-0.2	0	-2	0.6
Cc1ccc(-c2nnc(CSc3nnc(C)s3)o2)cc1	-0.1	-1	3	-1	-7	2	-0.1	8	-3	-0.7
Cc1ccc(S(=O)(=O)CCSC(=N)N)cc1	-0.9	-1	-1	2	-5	8	3.1	16	-3	-0.7
C=CCn1c(C)cc(C(=O)COC(=O)COc2ccccc2C#N)c1C	0.7	-2	1	-3	-6	-2	0.0	9	-8	-0.8
O=C(CSc1ncn[nH]1)NC1CCCc2ccccc21 (stereo unspecified)	-1.1	-2	-2	2	-5	3	0.0	8	-2	-0.6
COC(=O)c1cc(S(=O)(=O)N2CCN(Cc3ccccc3)CC2)c[nH]1	-0.5	-5	-4	1	1	-3	0.1	14	-1	1.8
CC(=O)N1c2ccc(S(=O)(=O)N3CCC(C(=O)NCCc4ccc(Cl)cc4)CC3)cc2CC1C (stereo unspecified)	0.2	-3	2	-3	17	-3	0.1	-4	0	-0.5
Cc1ccc(NC(=O)c2sccc2C)cc1[N+](=O)[O-]	-0.6	-5	0	-5	-8	-13	-0.2	9	-1	1.3
COc1ccc(C(C(=O)NC(C)(C)C)n2c(=O)c(-c3ccccc3)nc3ccccc32)cc1 (stereo unspecified)	1.0	x	x	x	x	-11	-1.3	6	x	1.5
CC(=O)c1sc(NC(=O)CN2C(=O)CCC2=O)nc1C	-0.6	-4	1	0	-5	-8	1.3	-7	-2	3.6
COc1ccc(/C=N/NC(=O)c2ccn[nH]2)cc1Cn1cc([N+](=O)[O-])cn1	-2.0	-4	-8	-1	-11	-18	-0.1	6	-1	1.1

One compound at a time, from the list above:
Entry for COc1ccc(/C=N/NC(=O)c2ccn[nH]2)cc1Cn1cc([N+](=O)[O-])cn1 → LMPTP inh = -2.0; MsrA act = -4; E coli Lon inh = -8; DNMT1 inh = -1; Scp-1 inhibitor = -11; SUMO1-SIM PPI = -18; TbMetRS inhib = -0.1; NRP1-CendR mod = 6; STEP inh = -1; MsrA inhibitor = 1.1
Entry for Cc1ccc(NC(=O)c2sccc2C)cc1[N+](=O)[O-] → LMPTP inh = -0.6; MsrA act = -5; E coli Lon inh = 0; DNMT1 inh = -5; Scp-1 inhibitor = -8; SUMO1-SIM PPI = -13; TbMetRS inhib = -0.2; NRP1-CendR mod = 9; STEP inh = -1; MsrA inhibitor = 1.3

Screening data: PubChem BioAssay, several laboratories
